Bioassay records: PubChem BioAssay, National Center for Advancing Translational Sciences (NCATS)
TrxR1 substrate: is turned over as a substrate by rat TrxR1; O89049; purified TrxR1 substrate turnover, NADPH consumption readout; AID 588456; Potency, µM (doses to about 114 µM), without a hit: top-dose activity change, negative = substrate turnover; hit rate 0.01% among 390,000; also: % is scaled to controls: 0 for no effect and ±100 for the full control effect; nearly all actives have a fitted effect of over 50% in size
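Rat TrxR1, dispensed at 90 nM, was prereduced with 400 uM NADPH (final) for 5 min at ~22 deg C, then incubated with compound 15 min before 400 uM selenite. A first-read NADPH fluorescence drop versus no-compound background flagged substrates.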
USP1-UAF1 inh: inhibitors of human USP1/UAF1 deubiquitinase; hit rate 0.23% among 390,000; recombinant USP1/UAF1, Ub-Rhodamine cleavage fluorescence; AID 743255; Potency, µM (doses to about 57.1 µM), inactives show at the highest dose activity change, negative = inhibition, usual class: inhibitors; O94782; also: % is scaled to controls: 0 for no effect and ±100 for the full control effect; nearly all actives have a fitted effect of over 60% in size; inactives centre near -12
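In this screen, compounds sit with the deubiquitinase complex (1nM) for 15 min at room temperature before Ub-Rho is added at 150nM final. Fluorescence rise is then followed for 6 reads every 60 seconds.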
RGS4 inh: human RGS4 inhibition; P49798; Transcreener GDP fluorescence polarization, RGS4-accelerated GTP hydrolysis; Potency, µM (top dose mostly 114 µM), for inactives: top-dose activity change, negative = inhibition, hits mostly inhibitors; hit rate 0.039% among 390,000; also: % is scaled to controls: 0 for no effect and ±100 for the full control effect; nearly all actives have a fitted effect of over 75% in size; some results filed as inactive show a strong effect at the top dose
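MLSMR compounds (23 nl, pin-transferred) preincubated 10 min at room temperature with a 500nM (2x) first reagent, then RGS4 at 900nM (2x) plus Transcreener GDP mix added; fluorescence polarization (620/688 nm) read before and after 90 min at 30 °C.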
mIDH1 inhibitor: human IDH1 R132H inhibition; IDH1-R132H enzyme, NADPH consumption, diaphorase/resazurin fluorescence; Potency, µM (titrated, usually from 76.6 µM), inactives show at the top dose activity change, negative = inhibition, most hits filed as inhibitors; hit rate 0.093% among 390,000; also: % is scaled to controls: 0 for no effect and ±100 for the full control effect; nearly all actives have a fitted effect of over 65% in size
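IDH1-R132H (0.5 ug/mL) preincubated 30 min with compound, then NADPH (0.016 mM) and alpha-KG (2 mM) added; 80 min at RT, pH 7.5. Remaining NADPH coupled via diaphorase/resazurin to fluorescence (540/590 nm); concentration-response curves normalized to no-enzyme control.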
Vif-A3F inh: inhibitors of Vif-A3F interaction; hit rate 0.2% among 390,000; HeLa A3F-eYFP + Vif (tagged APOBEC3F with the HIV-1 protein that degrades it), YFP fluorescence increase; Potency, µM (titrated, usually from 46.1 µM), inactives show top-dose activity, negative = active; also: % of control where 0% means no effect; nearly all actives have a fitted effect of over 65% in size
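Fluorescence increase (Ex 488/Em 500-530) after overnight compound treatment at 37 deg C flags inhibition of Vif-driven A3F-eYFP loss in stable HeLa A3F-eYFP/Vif cells seeded overnight beforehand.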
rTrxR1 inhibitor: blocks rat thioredoxin reductase 1. O89049. recombinant rTrxR1, NADPH fluorescence consumption, selenite substrate. Potency, µM (titrated, usually from 114 µM), for the others: top-dose activity change, negative = inhibition, actives largely listed as inhibitors. hit rate 1% among 390,000; also: % is scaled to controls: 0 for no effect and ±100 for the full control effect; nearly all actives have a fitted effect of over 65% in size
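Rat TrxR1 (90 nM in the dispensed reagent) was pre-reduced with 400 uM NADPH for 5 min at room temperature, then incubated with compound for 15 min. After 400 uM selenite was added, NADPH fluorescence (Ex 340/Em 450 nm) was followed for 8 min.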
ALOX12 inh: inhibitors of human 12S-lipoxygenase ALOX12 | purified 12hLO, xylenol orange hydroperoxide absorbance | P18054 | AID 1671190 | Potency, µM (top dose mostly 108 µM), for inactives: at the top dose activity change, negative = inhibition, hits mostly inhibitors | hit rate 1.1% among 580,000; also: % is scaled to controls: 0 for no effect and ±100 for the full control effect
Target sequence (P18054 whole entry, looked up): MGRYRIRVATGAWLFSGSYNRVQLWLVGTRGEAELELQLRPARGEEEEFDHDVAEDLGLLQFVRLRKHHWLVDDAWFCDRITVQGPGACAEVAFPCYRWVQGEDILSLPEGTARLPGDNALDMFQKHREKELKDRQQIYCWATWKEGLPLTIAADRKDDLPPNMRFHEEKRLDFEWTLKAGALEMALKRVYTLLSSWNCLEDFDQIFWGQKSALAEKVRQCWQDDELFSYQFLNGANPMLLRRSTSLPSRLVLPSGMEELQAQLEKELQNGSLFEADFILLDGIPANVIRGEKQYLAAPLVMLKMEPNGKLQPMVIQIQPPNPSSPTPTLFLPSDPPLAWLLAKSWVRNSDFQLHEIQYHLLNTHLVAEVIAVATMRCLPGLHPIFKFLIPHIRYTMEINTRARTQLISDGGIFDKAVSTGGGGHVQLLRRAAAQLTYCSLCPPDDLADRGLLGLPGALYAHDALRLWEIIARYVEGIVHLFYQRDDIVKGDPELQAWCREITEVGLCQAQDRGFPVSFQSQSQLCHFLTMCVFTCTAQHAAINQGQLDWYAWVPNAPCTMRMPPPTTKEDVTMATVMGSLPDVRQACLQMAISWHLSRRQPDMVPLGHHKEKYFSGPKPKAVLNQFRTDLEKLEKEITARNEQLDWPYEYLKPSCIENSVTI
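Purified human 12hLO at 150 nM in 25 mM Hepes, 0.01% Triton X-100, pH 7.0, preincubated 15 min at room temperature with compound. Reaction started with 40 uM arachidonic acid, 30 min at room temperature. Hydroperoxide measured by Fe-xylenol orange, 573/405 nm absorbance ratio.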
RXFP1 agonist: RXFP1 (human) receptor agonism | Q9HBX9 | HEK293T-RXFP1 cAMP TR-FRET, 30 min; response scale: percent of porcine relaxin response, buffer zero | Potency, µM (series often up to 57.5 µM), for inactives: top-dose activation, hits mostly activators | hit rate 0.3% among 370,000; also: % is scaled to controls: 0 for no effect and ±100 for the full control effect; nearly all actives have a fitted effect of over 60% in size; many of its hits are not listed in these tables
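Agonist response is measured as cAMP accumulation in an RXFP1-transfected HEK293T line under PDE4 inhibition. Values are scaled between buffer-only and 29 nM porcine relaxin, and EC50s come from standard Hill equation fits.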
Vif-APOBEC3G blk: inhibitors of Vif-APOBEC3G interaction; HeLa A3G-eYFP + Vif (tagged APOBEC3G with the HIV-1 protein that degrades it), YFP fluorescence, overnight; Potency, µM (series often up to 46.1 µM), inactives show at the highest dose activity, negative = active, most hits filed as inhibitors; hit rate 0.076% among 410,000;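 also: % is scaled to controls: 0 for no effect and ±100 for the full control effect; nearly all actives have a fitted effect of over 60% in size; hits raise eYFP signal because A3G escapes Vif-driven loss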
Target sequence (Q9HC16 whole entry, looked up): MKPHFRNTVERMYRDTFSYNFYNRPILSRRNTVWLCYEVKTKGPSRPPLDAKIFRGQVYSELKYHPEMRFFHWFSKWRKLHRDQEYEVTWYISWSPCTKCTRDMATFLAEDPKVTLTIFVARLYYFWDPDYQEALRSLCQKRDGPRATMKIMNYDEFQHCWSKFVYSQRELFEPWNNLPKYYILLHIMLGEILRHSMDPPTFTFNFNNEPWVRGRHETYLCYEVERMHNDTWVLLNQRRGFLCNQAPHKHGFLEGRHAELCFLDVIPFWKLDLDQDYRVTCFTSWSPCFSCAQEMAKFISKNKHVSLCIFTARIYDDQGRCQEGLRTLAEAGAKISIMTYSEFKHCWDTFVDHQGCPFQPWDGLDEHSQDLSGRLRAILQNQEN
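HeLa cells stably expressing Vif and C-terminally eYFP-tagged A3G, seeded overnight at 37 deg C, then exposed to compound by pintool overnight at 37 deg C. Rise in yellow fluorescence (Ex 488/Em 500-530, Acumen) marks blocked Vif-driven A3G degradation.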
Numbers without * were called inactive; u = inconclusive; x = no result given; & = joins results of further samples; [ ] = remark or other dose. Calls follow the shape of the dose curve; as a rule, active = well fitted curve in the direction sought with a large enough effect; inconclusive = small, poorly fitted or top-dose-only effect, or another doubt; inactive = no such curve, though single readings can be large; an effect the other way counts as inactive or inconclusive. Potency is read from the fitted curve at half-maximal effect. These rows are one share of the data, so the mix of outcomes need not match the whole.

compound	TrxR1 substrate	USP1-UAF1 inh	RGS4 inh	mIDH1 inhibitor	Vif-A3F inh	rTrxR1 inhibitor	ALOX12 inh	RXFP1 agonist	Vif-APOBEC3G blk
Cc1nc2ncnn2c(N2CCN(C(=O)c3cccc(F)c3)CC2)c1C	-10%	-5%	4%	3%	5%	-9%	-1%	0.9%	2%
Nc1nnc(CC(=O)N2CCCCC2)s1	-4%	-3%	15%	-2%	-12%	-2%	0%	1.4%	3%
COc1cccc(C(=O)Nc2sc(C(C)C)cc2C(N)=O)c1OC	3%[57.1 µM]	-25%	-28%[56.9 µM]	40%[activator]	1%	31%[57.1 µM]	u	0.0%	0%
O=C(N/N=C/c1sc(N2CCOCC2)nc1-c1ccccc1)c1ccccc1O	-7%	-8%	11%	-6%	2%	-21%	-27%	-0.4%	-14%
COC(=O)c1cccc(N(C(=O)CNC(=O)c2cccs2)C(C(=O)NCC2CCCO2)c2ccc(OC)c(OC)c2)c1 (stereo not given)	-2%[57.1 µM]	-18%	-3%	4%	0%	-8%[57.1 µM]	0%	0.3%	2%
Cc1ccc(N(CC(=O)NCc2ccc3c(c2)OCO3)S(=O)(=O)c2c(C)noc2C)cc1	5%[57.1 µM]	-19%	-9%	2%	3%	15%[57.1 µM]	7%	0.5%	1%
CC[C@H](C)[C@H](NC(=O)c1ccc(Cl)cc1)C(=O)OCC(=O)c1c(N)n(C)c(=O)n(C)c1=O	3%[57.1 µM]	-10%	-2%	-2%	-8%	5%[2.29 µM]	-20%	x	0%
CCCC1=C(C(=O)OCC)C(c2cccs2)n2ncnc2N1 (stereo not given)	0%	-3%	-18%	1%	1%	6%	0%	-0.9%	-8%
Cc1c(NC(=O)c2sc3ccccc3c2Cl)cccc1-c1nc2ccccc2o1	1%	-12%	11%	-15%	0%	8%	-15%	11%	-2%
Cc1cc(N2CCN(C(=O)c3ccco3)CC2)n2nc(C)c(-c3ccccc3)c2n1	111%[activator]	-6%	-9%	4%	-12%	22%	0%	1.9%	3%
C=CCn1c(SCC(=O)c2[nH]c(C)c(C(=O)OCC)c2C)nc2scc(-c3ccc(OC)c(OC)c3)c2c1=O	-8%	-14%	-7%	7%	u	-11%	-20%	1.4%	u
O=C(Nc1ccc(F)c(F)c1)C1CCN(S(=O)(=O)c2cccc3nonc23)CC1	10%[0.0914 µM]	-1%	-23%	1%	6%	9%[57.1 µM]	0%	-2.6%	-7%
COc1ccc(C)cc1NS(=O)(=O)c1ccc2oc(=O)c3ncn(C)c3c2c1	2%	-27%	0%	3%	2%	21%	-3%	0.3%	-30%
CC(C)OCCCNC(=O)c1ccc(Cn2c(=O)c3cccn3c3cccnc32)cc1	8%	u	23%	-2%	-7%	12%	-10%	u	3%
C=CCNc1ccccc1S(=O)(=O)NCc1ccccc1	-5%	u	5%	23%	8%	6%	9%	x	1%

Next part.
compound	TrxR1 substrate	USP1-UAF1 inh	RGS4 inh	mIDH1 inhibitor	Vif-A3F inh	rTrxR1 inhibitor	ALOX12 inh	RXFP1 agonist	Vif-APOBEC3G blk
CCCN(CCC)C(=O)CP(=O)(c1ccccc1)c1ccccc1	5%	-18%	3%	-3%	-9%	21%	0%	-1.1%	1%
CS(=O)(=O)c1ccc2nc(NC(=O)c3ccc(Cn4cc(Br)cn4)o3)sc2c1	-13%	-11%	1%	-3%	-19%	u	112%[activator]	0.6%	-2%
O=C(O)[C@H]1CCCC[C@H]1C(=O)NCCNC(=O)[C@@H]1CCCC[C@@H]1C(=O)O	10%[57.1 µM]	3%	28%	5%	-2%	22%[57.1 µM]	8%	-0.1%	4%
COc1ccc(NC(=O)COC(=O)CN2C(=O)c3ccccc3C2=O)cc1	17%	-13%	3%	1%	1%	52%[activator]	13%	0.2%	0%
COc1ccc(C(=O)COC(=O)c2cc3ccccc3oc2=O)c(OC)c1	-2%	-7%	u	0%	-19%	-7%	8%	-0.8%	-1%
COc1ccc([C@H]2C[C@H](O)[C@@H](n3cc(-c4ccc(F)cc4)nn3)CN2Cc2cccs2)cc1	x	-12%	x	-1%	-4%	x	u	x	u
COc1ccc(S(=O)(=O)Nc2cccc3c2O[C@H](CN(C)Cc2ccc(Oc4ccccc4)cc2)[C@@H](C)CN([C@H](C)CO)C3=O)cc1	-2%[57.1 µM]	u	-11%	-5%	-4%	-4%[57.1 µM]	u	x	-13%
Cn1cc(C(=O)c2cccc(Cl)c2)cc1/C=N\O	-6%	-5%	17%	0%	4%	5%	-10%	-2.3%	3%
Cc1cc(C)nc(SCc2nnc(SCC(=O)N3CCCc4ccccc43)o2)n1	11%	-14%	-20%	3%	-14%	12%	-26%	7.7%	0%
CC(C)(C)NC(=O)C1N(c2cccnc2)C(=O)C2C(C(=O)Nc3ccccc3)C3(C)C=CC21O3 (stereo not given)	-7%	-1%	-3%	-9%	-6%	-16%	-23%	0.1%	0%
COc1ccccc1S(=O)(=O)Cc1ccc(C(=O)NCC(OC)OC)o1	1%	-20%	3%	-1%	-3%	7%	0%	0.9%	-1%
CC(=O)Oc1ccc(N2C(=O)c3cccc4c([N+](=O)[O-])ccc(c34)C2=O)cc1	9%	-13%	1%	-1%	22µM*	8%	u	0.4%	u
CCN(CC)C(=O)C1CCCN(C(=O)Nc2ccccc2)C1 (stereo not given)	10%[57.1 µM]	-6%	7%	0%	-2%	6%[11.4 µM]	18%	0.1%	3%
COc1ccc(C(=O)NCCc2ccc(S(N)(=O)=O)cc2)cc1OC	4%	-2%	21%	5%	-13%	9%	-10%	-0.7%	0%
O=C(COc1ccccc1)Nc1ccc2nc(SCC(=O)N3CCc4ccccc43)sc2c1	-3%	0%	16%	-1%	-5%	0%	-9%	-2.1%	-3%

(continued)
compound	TrxR1 substrate	USP1-UAF1 inh	RGS4 inh	mIDH1 inhibitor	Vif-A3F inh	rTrxR1 inhibitor	ALOX12 inh	RXFP1 agonist	Vif-APOBEC3G blk
CCOC(=O)c1c(C)[nH]c(C)c1S(=O)(=O)N(C)CC(=O)Nc1ccc(C)c(N(C)C)c1	0%[57.1 µM]	-7%	9%	0%	-1%	15%[57.1 µM]	22%&-23%	-1.1%	4%
O=[N+]([O-])c1cccc(COc2ccccc2CN2CCOCC2)c1	1%	-13%	5%	0%	14%	29%	0%	x	4%
CC(C)(C)c1ccc(C(=O)NN2C(=O)CSC2=S)cc1	3%	-15%	-6%[11.4 µM]	-4%	0%	11%	-14%	-2.1%	0%
O=Cc1ccc2cccnc2n1	3%	-22%	-11%	-4%	0%	-7%[57.1 µM]	-26%	-1.9%	-6%
O=C(NCCO)Nc1ccc2nsnc2c1	32%	2%	20%	-4%	-1%	7%	1%	0.1%	2%
Cc1cccc(OCc2nnc(SCC(=O)Nc3cccc(C(=O)N4CCOCC4)c3)n2C)c1C	-6%	-15%	-44%	7%	1%	-11%	22%	-0.4%	0%
CCCCCn1nc(C(=O)N2CCc3ccccc32)c2ccccc2c1=O	3%	-13%	-32%	1%	-12%	19%	-8%&-28%	1.8%	-4%
O=c1c2c3c(sc2nc(NCCOCCO)n1Cc1ccco1)CCCCC3	4%	-19%	0%	2%	0%	18%	494%[activator]	-0.1%	-14%
CC(C)OCCCNCC(O)c1ccccc1 (stereo not given)	-4%	0%	10%	0%	11%	-9%	-16%	1.5%	2%
O=C(CSC1=N/C(=C/c2ccco2)C(=O)N1c1ccc(OC(F)F)cc1)NC1CCS(=O)(=O)C1 (stereo not given)	2%[57.1 µM]	-9%	20%	-12%	8%	8%[57.1 µM]	u	0.3%	2%
O=C(Nc1ccc(S(=O)(=O)N2CCOCC2)cc1)c1cc([N+](=O)[O-])ccc1Cl	4%	-18%	-28%	4%	0%	0%	-11%	-0.1%	-14%
COc1ccc(-n2c(C)cc(/C=C(\C#N)C(=O)NCc3ccco3)c2C)cc1	-2%	-16%	8%	3%	-4%	1%	-6%	-2.1%	-1%
CCc1nnc(NS(=O)(=O)c2ccc(NC(=O)c3ccccc3OC)cc2)s1	-3%	-5%	11%	2%	13%	21%	3%	1.6%	1%
COc1ccccc1NC(=O)c1ccc(NC(=O)CSc2nnnn2C)cc1	0%	-18%	u	3%	x	-11%	28%	1.1%	-4%
Cc1ccc(NC(=O)Cn2nc(-c3ccco3)ccc2=O)cc1Cl	14%	-27%	-3%	-7%	-14%	u	0%	-0.2%	-6%

Next section.
compound	TrxR1 substrate	USP1-UAF1 inh	RGS4 inh	mIDH1 inhibitor	Vif-A3F inh	rTrxR1 inhibitor	ALOX12 inh	RXFP1 agonist	Vif-APOBEC3G blk
CCCC(=O)NC(=S)Nc1ccc(CN2CCOCC2)cc1	-5%	-15%	8%	-2%	4%	-8%	284%[activator]	1.1%	0%
COc1cc2c(cc1NC(=O)c1ccccc1C)n(C)c(=O)n2C	4%	u	-4%	3%	-4%	6%	-14%	0.1%	-6%
CC(C)(C)c1ccc(S(=O)(=O)N2CCSC2)cc1	6%[57.1 µM]	-18%	-2%	2%	-9%	15%[57.1 µM]	-10%	0.3%	2%
COc1ccc2[nH]c3c(c2c1)CCN1C(=O)N([C@@H](C)C(=O)NCCc2ccc(F)cc2)C(=O)[C@]31C	3%	-5%	-7%	-12%	-6%	25%	-6%	-0.5%	-1%
